# From PubChem BioAssay
# VHR inh color – VHR1 phosphatase inhibitors, primary screen, biochemical, colorimetric, HTS; Dual specificity protein phosphatase 3 (Homo sapiens), P51452; recombinant VHR phosphatase, colorimetric substrate read-out; inhibition, % at 20 µM; hit rate 0.7% among 50,000; in the data active = inhibition above about 60%; note: some results filed as inactive read as strong as hits
# Target sequence (P51452 whole entry, looked up): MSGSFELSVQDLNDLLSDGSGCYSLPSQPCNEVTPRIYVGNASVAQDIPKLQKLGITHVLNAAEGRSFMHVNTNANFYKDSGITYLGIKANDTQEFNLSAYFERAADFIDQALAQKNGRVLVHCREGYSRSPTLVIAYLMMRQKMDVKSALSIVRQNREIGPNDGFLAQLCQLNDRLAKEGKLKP
# * = called active by the depositor.
SMILES,VHR inh color
O=C1c2cc(S(=O)(=O)NCCCO)ccc2-c2ccc(S(=O)(=O)NCCCO)cc21,20
CC(NC(=O)CSc1nnc(-c2ccco2)n1-c1ccccc1)c1ccccc1 (centres undefined),7
O=C1c2ccccc2C(=O)N1CCS(=O)(=O)NC12CC3CC(CC(C3)C1)C2,-1
Cc1ccc(-c2nc3cc(Cl)ccc3o2)cc1NC(=O)COc1ccccc1[N+](=O)[O-],-11
COc1ccc(C(=O)Nc2ccccc2C(=O)NC(C(=O)NCc2ccccc2)C(C)C)cc1 (centres undefined),-14
COc1ccc(Cl)cc1NC(=O)CC(C)=O,-12
CCOC(=O)C1=C(C)NC(=O)CC1c1ccccc1I (centres undefined),-23
COc1ccc(-c2cc(C(=O)Nc3cccc(Br)c3)c3ccccc3n2)c(OC)c1,-8
O=[N+]([O-])c1ccccc1/C=N/N1CCN(Cc2ccc(Cl)cc2)CC1,4
NC(=O)c1ccc(NC(=O)c2ccc3ccccc3c2)cc1,-7
O=C1NC(=Nc2cccnc2)S/C1=C/C=C/c1ccccc1,-7
Cc1ccc(-c2cc(-c3ccccc3)nc(N3CCCC3)n2)cc1,-7
O=C(CN(c1cccc(Cl)c1)S(=O)(=O)c1ccccc1)Nc1cccc2cccnc12,-5
O=c1cc(C(F)(F)F)nc(Sc2c(-c3ccccc3)c3cc(Cl)ccc3[nH]c2=O)[nH]1,0
CCOC(=O)c1c(NC(=O)c2ccc(Cl)cc2)sc(C(=O)Nc2ccc3c(c2)OCO3)c1C,-23
Cc1ccccc1C(=O)Nc1cccc(NC(=O)c2ccc([N+](=O)[O-])o2)c1,8
CCc1ccc(NC(=O)C2CC(=O)N(C3CCCCC3)C2)cc1 (centres undefined),-37
CC(C)N1CCN(Cc2ccccc2Br)CC1,16
COc1cccc(NC(=O)c2ccc(CN(c3ccc(C)c(C)c3)S(C)(=O)=O)cc2)c1,11
O=C(Nc1ccccc1C(=O)O)c1cccc(S(=O)(=O)Nc2ccc(F)cc2)c1,-1
COc1ccc(OC)c(N(CC(=O)Nc2ccc(Br)cc2)S(C)(=O)=O)c1,-9
COC(=O)c1c(NC(=O)c2ccccc2F)sc2c1CCCCC2,-1
Cc1ccccc1NC1CC(C)N(C(=O)c2ccccc2)c2c(C)cccc21 (centres undefined),-35
COCCOC(=O)C1=C(C)NC(=O)NC1c1ccc(OCC(N)=O)cc1 (centres undefined),9
O=C1C=C(Nc2ccc(Cl)cc2)CN1,-5
Cc1sc2nc(NC(=O)c3ccccc3)sc(=O)c2c1C,-3
COC(=O)C1=C(O)/C(=C/c2ccccc2O)N=C1C,2
COc1ccc(S(=O)(=O)Nc2ccccc2C(N)=O)cc1,-5
O=C1N=C(SCC(=O)N2CCCc3ccccc32)NC(=O)C1c1ccccc1 (centres undefined),14
COC(=O)COc1ccc(/C=C(/C#N)C(=O)Nc2cccc(Br)c2)cc1OC,0

# Nothing new here: an excerpt of the list.
SMILES,VHR inh color
Cc1ccc(-c2nc3cc(Cl)ccc3o2)cc1NC(=O)COc1ccccc1[N+](=O)[O-],-11
COc1ccc(C(=O)Nc2ccccc2C(=O)NC(C(=O)NCc2ccccc2)C(C)C)cc1 (centres undefined),-14
COc1ccc(Cl)cc1NC(=O)CC(C)=O,-12
CCOC(=O)C1=C(C)NC(=O)CC1c1ccccc1I (centres undefined),-23
COc1ccc(-c2cc(C(=O)Nc3cccc(Br)c3)c3ccccc3n2)c(OC)c1,-8
O=[N+]([O-])c1ccccc1/C=N/N1CCN(Cc2ccc(Cl)cc2)CC1,4
NC(=O)c1ccc(NC(=O)c2ccc3ccccc3c2)cc1,-7
O=C1NC(=Nc2cccnc2)S/C1=C/C=C/c1ccccc1,-7
Cc1ccc(-c2cc(-c3ccccc3)nc(N3CCCC3)n2)cc1,-7
O=C(CN(c1cccc(Cl)c1)S(=O)(=O)c1ccccc1)Nc1cccc2cccnc12,-5
O=c1cc(C(F)(F)F)nc(Sc2c(-c3ccccc3)c3cc(Cl)ccc3[nH]c2=O)[nH]1,0
CCOC(=O)c1c(NC(=O)c2ccc(Cl)cc2)sc(C(=O)Nc2ccc3c(c2)OCO3)c1C,-23
Cc1ccccc1C(=O)Nc1cccc(NC(=O)c2ccc([N+](=O)[O-])o2)c1,8
CCc1ccc(NC(=O)C2CC(=O)N(C3CCCCC3)C2)cc1 (centres undefined),-37
CC(C)N1CCN(Cc2ccccc2Br)CC1,16
COc1cccc(NC(=O)c2ccc(CN(c3ccc(C)c(C)c3)S(C)(=O)=O)cc2)c1,11
O=C(Nc1ccccc1C(=O)O)c1cccc(S(=O)(=O)Nc2ccc(F)cc2)c1,-1
COc1ccc(OC)c(N(CC(=O)Nc2ccc(Br)cc2)S(C)(=O)=O)c1,-9
COC(=O)c1c(NC(=O)c2ccccc2F)sc2c1CCCCC2,-1
Cc1ccccc1NC1CC(C)N(C(=O)c2ccccc2)c2c(C)cccc21 (centres undefined),-35
COCCOC(=O)C1=C(C)NC(=O)NC1c1ccc(OCC(N)=O)cc1 (centres undefined),9
O=C1C=C(Nc2ccc(Cl)cc2)CN1,-5
Cc1sc2nc(NC(=O)c3ccccc3)sc(=O)c2c1C,-3
COC(=O)C1=C(O)/C(=C/c2ccccc2O)N=C1C,2

# The list continues:
SMILES,VHR inh color
O=C(NCc1ccncc1)c1cccc([N+](=O)[O-])c1,-23
CCN1C(=O)c2cccc3c(S(=O)(=O)N(C)C)ccc1c23,1
O=C(/C=C/c1ccco1)Nc1ccc(Cl)cc1Cl,2
CCOc1ccc2c(c1)-c1c(ssc1=S)C(C)(C)N2C(=O)CC,1
CC(=O)N1C(=O)/C(=C2\SC(=S)N(Cc3ccccc3)C2=O)c2ccccc21,-13
CC(NC(=O)Nc1ccc(Cl)c(Cl)c1)C1CC2CCC1C2 (centres undefined),-30
COc1cc(NC(=O)CCC(=O)O)nc(OC)n1,-14
COc1cc(C(=O)N/C(=C/c2cccc([N+](=O)[O-])c2)C(=O)NCC(=O)O)cc(OC)c1OC,-2
Cc1oc2ccc(OC(C)C(=O)O)cc2c1C(=O)O (centres undefined),-20
COC(=O)c1ccc(NC(=O)C(C)Oc2ccc(Cl)cc2C)cc1 (centres undefined),-35
Cc1cc(/C=N/NC(=O)CC#N)c(C)n1-c1ccc(N(C)C)cc1,26
Cc1ccc(/C=C2/SC(=O)N(CN3CCCCC3)C2=O)cc1,-8
COc1cc(OC)c(NC(=O)COc2ccc(F)cc2)cc1Cl,9
COc1ccc(NCn2nnc3ccccc32)c([N+](=O)[O-])c1,-18
CCOC(=O)C(CC)C(C)=NNC(=O)c1ccc([N+](=O)[O-])cc1 (centres undefined),-23
CC(C)c1ccc([N+](=O)[O-])cc1S(=O)(=O)N1CCN(c2ccccc2)CC1,-17
COc1c(Cl)cc(C(=O)Nc2ccc(I)cc2Cl)cc1Cl,-5
O=C1/C(=C/c2cn(-c3ccccc3)nc2-c2cccs2)SC(=S)N1Cc1ccccc1,9
CCOc1ccccc1NC(=O)c1cc([N+](=O)[O-])ccc1N1CCN(Cc2ccccc2)CC1,-13
O=C(CN(c1ccccc1)S(=O)(=O)c1ccccc1[N+](=O)[O-])NCCc1ccccc1,-20
N#CC(C#N)=Cc1cn(CC(=O)Nc2ccccc2)c2ccccc12,45
Oc1ccc(/C=N\N2CCN(c3ccccc3)CC2)c(O)c1,14
CCOc1cccc(C(=O)Nc2cc(C(F)(F)F)cc(C(F)(F)F)c2)c1,-19
COc1cc(/C=C2\SC(=S)N(Cc3ccco3)C2=O)ccc1O,5
O=C1/C(=C\c2cccc(Br)c2)SC(=S)N1CN1CCCCC1,-1
Cc1ccc(C(=O)Nc2ccccc2C(=O)Nc2ccncc2)cc1,-17
CC(C)(C)C1=CC(N)=C(C(C)(C)C)C(=O)C1=O,-4
Cc1[nH]c2ccccc2c1C(=O)/C=C/c1cccs1,0
c1ccc2nc3c(cc(N4CCOCC4)c4ccccc43)nc2c1,16
O=C(NCCOc1ccccc1Cl)c1ccc2c3c(cccc13)CC2,11
O=C(O)c1ccc(S(=O)(=O)c2ccc3c(c2)C(=O)N(c2nc4ccccc4s2)C3=O)cc1,-1
O=C(NCCCn1ccnc1)c1cc(-c2ccc(Cl)cc2)nc2ccccc12,6
Cc1ccc(NC(=O)CC(=O)NN)cc1,-22
Cc1ccc(/C(O)=C2\C(=O)C(=O)N(c3ccc(O)cc3)C2c2cccc([N+](=O)[O-])c2)cc1 (centres undefined),35
COc1ccccc1CC(=O)Nc1ccc(C)c(Cl)c1,5
CCOC(=O)c1sc(NN=C(C#N)C#N)c(C(=O)OCC)c1C,-23
Cc1ccc(C)c(S(=O)(=O)N2CCC(C)CC2)c1,-15
Clc1ccc(OCC2COCCO2)cc1 (centres undefined),-7
COc1ccc(NC(=O)CN(c2cccc([N+](=O)[O-])c2)S(=O)(=O)c2ccccc2)cc1,-9
CCCCN1C(=O)/C(=C/C=C/c2ccccc2)SC1=S,9
O=C(Nc1ccc(C(=O)c2ccccc2)cc1)c1ccc(Cl)cc1,-4
O=C(NCCN1CCOCC1)c1cnn2c1NC(c1ccco1)CC2C(F)(F)F (centres undefined),-9
O=C(Nc1nc(-c2cccs2)cs1)c1ccc(Cl)cc1Cl,-10
CN(C)c1ccc(C=Nn2cnnc2)cc1,1
CCOC(=O)c1c(N)sc(C(=O)Nc2ccccc2C(F)(F)F)c1C,1
Cc1cccc(/C(N)=N/OC(=O)COc2ccccc2)c1,-12
O=C(NCc1cccnc1)C(=O)N1CCCC1,49
O=C(N/N=C/c1ccc(Cl)cc1)c1ccc(O)cc1,1
COc1ccccc1NC(=O)c1sc(-c2ccccc2)nc1C,-12
C/C(=N\NC(=O)c1ccncc1)c1ccco1,-12
CC1(C)CC(NC(=O)c2cccc(I)c2)CC(C)(C)N1,-7
O=C(CCC1CCCCC1)NCCN1CCOCC1,-31
CCOC(=O)CN1C(=O)Nc2ccc(Br)cc2C1c1ccccc1 (centres undefined),-26
Clc1ccc(/C=N/Nc2nc(N3CCOCC3)nc(N3CCOCC3)n2)cc1,-14
O=C1CC(O)(C(F)(F)F)Oc2c1ccc1ccccc21 (centres undefined),-12
O=C(/C=C/c1ccccc1)NC(=S)Nc1ccc(O)c(-c2nc3ccccc3o2)c1,-15
CCOC(=O)C1=C(C)N=c2s/c(=C\c3cccs3)c(=O)n2C1c1ccc(OCC)cc1 (centres undefined),-6
COc1cccc(CN2CCN(C(=O)c3ccccc3)CC2)c1OC,-12
CCOC(=O)CSc1nc(N)c(C#N)cc1C#N,-5
N/C(=N\c1nc2ccccc2o1)NC(=O)/C=C/c1ccco1,-19
# Continued:
SMILES,VHR inh color
O=C(Nc1cccc(O)c1)c1cccc(NC(=O)c2cccs2)c1,-38
O=C(COc1ccc2ccccc2c1)Nc1ccncc1,-20
NC(=O)NC(Cc1c[nH]c2ccccc12)C(=O)O (centres undefined),-3
COc1cc(OC)cc(C(=O)Nc2c(C)cccc2C)c1,10
Cc1ccc2oc(C(Cl)(Cl)Cl)cc(=O)c2c1,-8
O=C(/C=C/c1ccccc1)Nc1ccc(N2CCCCC2)cc1,-16
O=C1N=c2ccccc2=C1c1sc(=S)n(-c2cccc(C(F)(F)F)c2)c1O,-22
COc1cc(C2NC(=O)N(C)C(C)=C2C(=O)OC2CCCC2)cc(Br)c1O (centres undefined),-30
CCOc1cccc(C(=O)Nc2sc(C)c(-c3ccc(C)cc3)c2C(=O)OC)c1,1
Cc1cc(=O)oc2cc(OC(C)C)ccc12,-13
O=C(NCCO)C(=O)Nc1cccc(F)c1,-8
O=S(=O)(c1cc(Cl)ccc1Cl)N1CCN(c2ccc(F)cc2)CC1,-12
O=[N+]([O-])c1cccc(/C=N\Nc2nc(-c3ccccc3)cc(-c3ccccc3)n2)c1,1
COc1ccccc1/C=C(\NC(=O)c1ccccc1)C(=O)NCc1ccco1,12
Cc1ccc(C)n1-c1ccc(Cl)c(C(=O)NN)c1,-3
CCC12CN3CCN(CC(C3)/C1=N\O)C2,4
O=C(O)COc1ccc(NC(=O)c2ccco2)cc1,-2
CC(=O)Nc1ccc(Nc2cc(Cl)c(C(F)(F)F)cc2[N+](=O)[O-])cc1,7
O=C(NNC(=O)c1cccc(O)c1)c1ccc(Br)cc1,-12
CCOC(=O)C1=C(c2ccccc2)OC(N(C)C)C(c2ccccc2)=C1 (centres undefined),-3
COc1ccc(C(C)NC(=O)CCc2ccccc2)cc1 (centres undefined),7
COc1cc(C=C2C(=O)NC(=O)NC2=O)cc(Br)c1OCc1ccc([N+](=O)[O-])cc1,25
O=C(Nc1ccc(Cl)cc1)c1ccncc1,4
O=C1C(=O)N(c2cccnc2)C(c2cccc(F)c2)/C1=C(\O)c1ccc(Cl)cc1 (centres undefined),-3
COc1ccc(C(=O)Nc2ccccc2C(=O)NC2CCCCC2)cc1,-13
CCOC(=O)C1=C(c2ccccc2)N=c2s/c(=C\c3ccco3)c(=O)n2C1c1cccc(OC)c1OC (centres undefined),-26
CC1(C)CC(=O)C(C(O)c2ccc([N+](=O)[O-])cc2)C(C)(C)N1 (centres undefined),3
Cc1ccc(-n2c(/C=C/c3c[nH]c4ccccc34)nc3ccccc3c2=O)cc1,-5
O=C1NC(c2ccccc2)=C(c2ccc3ccccc3n2)C(c2ccncc2)N1 (centres undefined),-16
Cc1ccc(NCC(=O)N/N=C\c2cccc(OC(=O)c3ccco3)c2)cc1,100
CC(C)Oc1ccc(Br)cc1C=C1C(=O)NC(=O)NC1=O,6
Cc1ccnc(NS(=O)(=O)c2ccc(N3C(=O)c4c(Cl)c(Cl)c(Cl)c(Cl)c4C3=O)cc2)n1,-5
COc1ccc(-n2c(SCC(=O)Nc3ccccc3C)nc(O)c(Cc3ccccc3)c2=O)cc1,2
COc1ccc([N+](=O)[O-])cc1-c1ccc(/C=C2\C(=O)NC(=O)N(c3cc(C)cc(C)c3)C2=O)o1,31
CCC(=O)Nc1ccc(NC(=O)c2ccc(OC)cc2)cc1,-8
COc1ccc(S(=O)(=O)N(CC(=O)Nc2cc(C)ccc2C)c2ccc(C)cc2)cc1OC,-16
CN1C(=O)/C(=C\c2cccc(OCc3cccc4ccccc34)c2)SC1=S,-4
CC(C)(C)c1ccc(S(=O)(=O)N/N=C/c2ccc3c(c2)OCO3)cc1,111*
C#CCOc1nc(N(c2ccccc2)c2ccccc2)nc(-n2c(C)nc3ccccc32)n1,105
COc1ccc(Oc2coc3c(CN4CCOCC4)c(O)ccc3c2=O)cc1,-3
CN(Cc1ccccc1)C(=O)c1nn2c(C(F)(F)F)c3c(nc2c1Cl)-c1ccccc1CC3,8
CCSc1nnc(NC(=O)CSc2ccccc2)s1,5

# A portion of the library; the hit share may differ from the screen's.
